N370S GC mod – inhibitors or activators of N370S glucocerebrosidase for Gaucher disease; Potency, µM (titrated, usually from 59.4 µM), without a hit: top-dose activity change, negative = inhibition, most hits filed as inhibitors; 0.092% of 330,000 active; N370S GC spleen homogenate, 4MU-glucoside fluorescence;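 note: 0% = full enzyme activity and -100% = no enzyme basal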
GCN5L2 inh – blocks human GCN5L2 histone acetyltransferase; Potency, µM (doses to about 58.9 µM), for the others: top-dose activity change, negative = inhibition, usual class: inhibitors; 0.21% of 390,000 active; Q92830; GCN5L2 HAT assay, ThioGlo1 CoA-SH fluorescence
Target sequence (Q92830 whole entry, looked up): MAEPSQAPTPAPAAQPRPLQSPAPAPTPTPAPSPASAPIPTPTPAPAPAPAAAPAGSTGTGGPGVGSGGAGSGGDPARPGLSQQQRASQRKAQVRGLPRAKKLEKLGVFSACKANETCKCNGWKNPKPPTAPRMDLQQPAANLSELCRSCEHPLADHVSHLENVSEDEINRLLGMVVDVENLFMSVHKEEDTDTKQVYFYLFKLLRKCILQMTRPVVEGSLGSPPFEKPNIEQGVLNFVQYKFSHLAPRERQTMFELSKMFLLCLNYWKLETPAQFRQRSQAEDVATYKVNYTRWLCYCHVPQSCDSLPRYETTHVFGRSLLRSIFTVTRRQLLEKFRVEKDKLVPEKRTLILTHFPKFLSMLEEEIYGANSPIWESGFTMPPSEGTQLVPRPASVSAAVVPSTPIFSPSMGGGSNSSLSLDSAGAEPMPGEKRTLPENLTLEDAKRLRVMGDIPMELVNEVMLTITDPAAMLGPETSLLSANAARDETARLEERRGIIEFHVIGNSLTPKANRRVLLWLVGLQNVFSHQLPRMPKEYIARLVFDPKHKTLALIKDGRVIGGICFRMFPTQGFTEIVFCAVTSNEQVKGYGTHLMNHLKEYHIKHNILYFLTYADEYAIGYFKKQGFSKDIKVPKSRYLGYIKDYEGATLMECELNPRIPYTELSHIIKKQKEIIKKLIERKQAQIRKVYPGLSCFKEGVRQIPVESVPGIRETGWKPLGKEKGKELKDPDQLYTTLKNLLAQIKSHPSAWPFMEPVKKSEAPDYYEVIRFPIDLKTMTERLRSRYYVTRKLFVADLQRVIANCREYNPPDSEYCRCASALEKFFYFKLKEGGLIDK
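Preincubate 20nM GCN5L2 with compound 15 min, RT → add 50uM ThioGlo1 + 75uM H3(1-25) + 70uM acetyl-CoA → read fluorescence 0 and 20 min. Primary qHTS; fluorescent artifacts likely.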
FEN1 inh – human FEN1 inhibition. Potency, µM (doses to about 114 µM), for the others: top-dose activity change, negative = inhibition, most hits filed as inhibitors. Recombinant FEN1 flap cleavage, fluorescence, 15 min. P39748. 0.35% of 390,000 active. AID 588795; note: nearly all actives have a fitted effect of over 65% in size
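Reaction started by adding substrate (50 nM final) to 10 nM enzyme after 15 min room-temperature compound preincubation. Reads at 0 and 15 min, with data normalized and fitted to a four-parameter Hill equation.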
Starred values were filed as active, the others as inactive; ? = inconclusive; / = no result given; & = joins results of further samples; [ ] = another dose, or the depositor's remark. Calls come from the whole dose curve; as a rule, active = well fitted curve in the direction sought with a large enough effect; inconclusive = small, poorly fitted or top-dose-only effect, or another doubt; inactive = no such curve, though single readings can be large; an effect the other way counts as inactive or inconclusive. Unless noted, % is set by controls: 0 for no effect and ±100 for the full control effect; potency is the fitted concentration of half-maximal effect. Only part of the results is shown (hit frequency here may not be typical).

canonical_smiles | N370S GC mod | GCN5L2 inh | FEN1 inh
O=C(O)c1ccccc1C(=O)N1CCN(C(=O)c2ccccc2Cl)CC1 | 12% | -1% | 8%
CCn1cc(S(=O)(=O)c2ccc(OC)cc2)c(=O)c2cc(OC)ccc21 | -2% | -3% | -6%
Cn1ncc(Cl)c1C(=O)NC(=S)Nc1sc2c(c1C#N)CCCCC2 | -2% | 7% | -3%
OC(CNCCc1ccccc1)COc1ccc(OCC(O)CNCCc2ccccc2)cc1 (stereo not given) | -17% | -9% | -15%
Cc1ccc(NC2CCCN(C(=O)c3ccoc3)C2)cc1C (stereo not given) | -7% | -2% | 18%
CC(CC(=O)Nc1cccc(F)c1)S(=O)(=O)c1ccc2c(c1)NC(=O)CO2 (stereo not given) | ? | -3% | -3%
Cc1ccc(S(=O)(=O)Cc2nc(-c3ccc(C(=O)NCc4ccccc4)cc3)oc2C)cc1 | / | -1% | 8%
NC(=O)c1nn(CC(=O)Nc2cccc(S(=O)(=O)N3CCCCCC3)c2)c(=O)c2ccccc12 | / | -12% | -4%
COc1cccc(NC(=O)C(Sc2nnnn2C)c2ccccc2)c1 (stereo not given) | 3% | -14% | -6%
CCCCOC(=O)n1c(SCC(=O)N(C)C)nc2ccccc21 | 1% | 2% | -9%
CSc1sc(C(=O)NCC2CC2)c2c1S(=O)(=O)N(C)c1ccccc1-2 | 0% | -2% | 3%
O=C(NC1CCCN(Cc2ccc(Cl)cc2)C1)c1ccccc1C(F)(F)F (stereo not given) | -8% | 1% | 7%
Cc1cccc2sc(N(CCCN(C)C)C(=O)c3nc4ccccc4s3)nc12 | 16% | 1% | -8%
CC(=O)c1ccc(NC(=O)CCS(=O)(=O)c2ccc3c(c2)n(C)c(=O)c(=O)n3C)cc1 | -25% | -16% | -3%
O=C(/C=C/c1ccccc1)Oc1ccccc1C(=S)N1CCOCC1 | 5% | 0% | -14%
Cc1ccc(OCC(O)CNCc2ccc(F)cc2)cc1 (stereo not given) | -12% | -10% | -6%
O=C(c1ccncc1)N1CCC[C@@]2(CCN(c3ncccn3)C2)C1 | -4% | -3% | /
CCCCC12CN3CC(C)(CN(C1)C3c1ccc(O)c(OC)c1)C2=O (stereo not given) | / | -3% | -10%
Cc1ccc(NC(=S)NC2CCSc3ccccc32)cc1 (stereo not given) | 27% | -14% | -4%
O=C(Nc1nccs1)C1CC(=O)N(c2ccc(Cl)cc2)C1 (stereo not given) | -5% | -5% | -1%
COc1ccc(N2CC(NC(=O)C3CCCCC3)CC2=O)cc1 (stereo not given) | / | -14% | 8%
O=C(CCN1C(=O)C2C3C=CC(C3)C2C1=O)NCc1cccnc1 (stereo not given) | -14% | -8% | 10%
COc1cccc(CNC(=O)CSc2ccc(-c3ccncc3)nn2)c1 | 8% | -2% | /
COc1ccc(CN(CC2CCC(C(=O)O)CC2)C(=S)Nc2cc(Cl)ccc2OC)cc1 (stereo not given) | 7% | -8% | -12%
Cn1c(=O)c(C(=O)N2CCc3ccccc32)cc2cccnc21 | -9% | 0% | -5%
C=CCOc1c(CNc2cccc(C(=O)O)c2)cccc1OCC | 15% | -5% | -13%
CSc1nc2ccccc2cc1/C=C(\C#N)c1ccccc1 | 8% | -17% | -10%
COc1ccc(CSc2nc3ncccc3[nH]2)cc1 | / | -2% | -3%
O=C(Cn1cc(SCc2ccccc2)c2ccccc21)N1CCCCCC1 | / | -15% | 4%
Cc1ccc(Cn2c(=O)n(CCCC(=O)NCc3ccccc3Cl)c(=O)c3ccccc32)cc1 | / | -10% | 2%

Overlap with the part before: four compounds, then new ones.
canonical_smiles | N370S GC mod | GCN5L2 inh | FEN1 inh
CSc1nc2ccccc2cc1/C=C(\C#N)c1ccccc1 | 8% | -17% | -10%
COc1ccc(CSc2nc3ncccc3[nH]2)cc1 | / | -2% | -3%
O=C(Cn1cc(SCc2ccccc2)c2ccccc21)N1CCCCCC1 | / | -15% | 4%
Cc1ccc(Cn2c(=O)n(CCCC(=O)NCc3ccccc3Cl)c(=O)c3ccccc32)cc1 | / | -10% | 2%
O=C(NCc1ccc(F)cc1)C1CCN(S(=O)(=O)c2cccc3nonc23)CC1 | 5% | -5% | 14%
O=C1CC(N2CCC(Cc3ccccc3)CC2)C(=O)N1CCc1ccccc1 (stereo not given) | -3% | -6%[0.501 µM] | -18%
CCC(=O)c1ccc(OCC(O)CNCCc2ccc(Cl)cc2)cc1 (stereo not given) | -19% | -1% | -5%
CC(C)(C)OC(=O)C[C@@H]1C/C=C\C[C@H](CC(=O)N(CCO)Cc2ccccc2)C(=O)N2CCC[C@H]2COC1=O | / | 0% | 12%
CCc1nc2sc3ccccc3c(=O)c2c(=O)n1Cc1ccco1 | 5% | -18% | ?
O=S(=O)(N1CCCCC1)N1CCN(CC(O)COc2ccc3cc(Br)ccc3c2)CC1 (stereo not given) | -18% | 0% | 5%
Cc1ccc(C(=O)Oc2cc(N)n(S(=O)(=O)c3ccc(C)cc3)n2)cc1 | -2% | -9% | 0%
CCOc1ccc(NC(=O)/C=C/c2ccc(OC)cc2)c([N+](=O)[O-])c1 | 10% | 0% | 8%
O=S(=O)(NCCC1=CCCCC1)c1ccc(OC(F)(F)F)cc1 | 1% | -4% | -17%
COc1ccc(-n2nc(C(=O)NCC(=O)NCc3ccco3)c3ccccc3c2=O)c(OC)c1 | 8% | -5% | 0%
C/C(=N/NC(=O)C1CCN(S(=O)(=O)c2ccc(C)cc2)CC1)c1cccc([N+](=O)[O-])c1 | 2% | 2% | -1%
COc1ccccc1C(=O)NCCn1cc(SCc2ccc(C)cc2)c2ccccc21 | / | -13% | 0%
O=C(NCCN1CCOCC1)c1ccccc1Oc1ccccc1 | 0% | -5% | -4%
CN(C)S(=O)(=O)N1CCN(c2ccc([N+](=O)[O-])c(N3CCOCC3)c2)CC1 | -11% | -7% | -1%
Cc1ccc(S(=O)(=O)N(CC(=O)NCCSc2ccc(Cl)cc2)c2cccc(Cl)c2)cc1 | / | 6% | 8%
CCCc1cc(C(=O)Nc2cnn(Cc3ccc(F)cc3)c2)no1 | 7% | -3% | 15%
CC(C)(C)n1ncc2c(=O)n(CC(=O)NCc3ccco3)cnc21 | 5% | -3% | 5%
O=C(NN=C1C2CC3CC(C2)CC1C3)c1cc(Cl)ccc1O | 0% | -17% | -4%
O=C(CNC(=O)c1cccc(Cl)c1)NCCCSc1ccccc1 | 0% | 2% | -4%
CCc1ccc(NC(=O)c2nc3nc(C)cc(C(F)F)n3n2)cc1 | / | -2% | 13%
COc1ccccc1CNC(=O)c1cnc(N(C)C)nc1 | / | 5% | -2%
CC1=CSC2=NC(=O)/C(=C/c3cccc(OC(=O)c4ccco4)c3)C(=N)N12 | -1% | -2% | -1%
CC(C)(C)NC(=O)C(c1cccs1)N(Cc1cccs1)C(=O)c1ccc(CN2CCOCC2)o1 (stereo not given) | -8% | 0% | 1%
CCOc1ccccc1N1CC(C(=O)N2CCOCC2)CC1=O (stereo not given) | -9% | -26% | -3%
O=C(COC(=O)CNC(=O)c1ccccc1F)Nc1cccc(S(=O)(=O)N2CCCCCC2)c1 | -3% | -3% | -22%
COc1ccc(C(=O)OCc2cc(=O)n3ccsc3n2)cc1F | / | -3% | 5%
COc1ccc(-c2nnc(SCC(=O)Nc3ccc(C)c(C)c3)s2)cc1 | / | -2% | -9%
COc1cc(NC(=O)C2CCCO2)c(OC)cc1NC(=O)c1ccccc1 (stereo not given) | -1% | -9% | -4%
N#CC1=C(N)OC2=C(CC/C2=C\c2ccc(F)cc2)C1c1ccc(F)cc1 (stereo not given) | -9% | -12% | /
CCOC(=O)c1cc2c(=O)n3cccc(C)c3nc2n(Cc2ccco2)c1=NC(=O)c1cccnc1 | 16% | -18% | -21%
COC(=O)c1ccc(CSc2nnc(Nc3cccc(OC)c3)s2)o1 | -18% | -11% | 3%
CCn1c(SCc2ccc(F)cc2)nc2ccccc2c1=O | 3% | -20% | -9%
CCc1nc2ccccc2c(C(=O)OCc2nc3ccccc3c(=O)[nH]2)c1C | / | 1% | 1%
O=C(c1cccc(F)c1)N1CCC(O)(c2cccnc2)CC1 | -5% | -10% | 6%
COc1ccccc1Nc1cc(C(=O)NCCCN(C)c2ccccc2)c2ccccc2n1 | / | -12% | -15%
COc1ccnc(Oc2ccc(F)cc2)c1C#N | 13% | -6% | 14%
CCCCn1c(SCC(=O)c2c(N)n(C3CC3)c(=O)[nH]c2=O)nc2cc(S(N)(=O)=O)ccc21 | -2% | 3% | -6%
O=C(O)COc1ccccc1/C=C1\SC(=S)N(NC(=O)c2ccccc2O)C1=O | 4% | -10% | ?
CCc1cccc(NS(=O)(=O)c2ccc3c(c2)oc(=O)n3C)c1 | / | -3% | -1%
O=C(CSc1nnc(-c2ccccc2)c2ccccc12)NCC1CCCO1 (stereo not given) | 14% | 1% | /

Part of the list above, with each value named:
mol: CCc1nc2ccccc2c(C(=O)OCc2nc3ccccc3c(=O)[nH]2)c1C
- N370S GC mod: /
- GCN5L2 inh: 1%
- FEN1 inh: 1%
mol: O=C(c1cccc(F)c1)N1CCC(O)(c2cccnc2)CC1
- N370S GC mod: -5%
- GCN5L2 inh: -10%
- FEN1 inh: 6%
mol: COc1ccccc1Nc1cc(C(=O)NCCCN(C)c2ccccc2)c2ccccc2n1
- N370S GC mod: /
- GCN5L2 inh: -12%
- FEN1 inh: -15%

Carrying on.
canonical_smiles | N370S GC mod | GCN5L2 inh | FEN1 inh
CCOc1ccc(C(=O)CN2CCN(S(=O)(=O)c3ccc(OC)cc3)CC2)cc1 | -11% | -4% | 0%
O=S(=O)(NCC1CCCO1)c1ccc(Br)s1 (stereo not given) | 3% | -4% | -2%
CCN(C[C@H]1N[C@@](Cc2ccccc2)(C(=O)OC)[C@H]2C(=O)N(Cc3ccccc3)C(=O)[C@@H]12)C(=O)NC(C)C | / | -12% | -7%
CCOCCc1nnc(NC(=O)CN2C(=O)c3ccccc3C2=O)s1 | 5% | -1% | -2%
COc1ccccc1NC(=O)CN(Cc1ccco1)C(=O)c1ccc(=O)[nH]c1 | -8% | -2% | 1%
CCC(C)Sc1oc(-c2ccco2)nc1S(=O)(=O)c1ccc(Cl)cc1 (stereo not given) | / | -15% | 3%
CC1CCN(C(=O)c2[nH]cnc2C(=O)NCC(=O)OCc2ccccc2)CC1 | -1% | -10% | -4%
CC(=O)c1cccc(NC(=O)c2c(C)nn(-c3ccc(F)cc3)c2-n2cccc2)c1 | / | -9% | 10%
CNc1nc(NCc2ccccc2)nc(N)c1[N+](=O)[O-] | -27% | -7% | -13%
CCC(=O)c1ccc(OCC(=O)O)cc1 | 7% | -4% | -1%
Cc1ccc2c(CN3CCN(S(=O)(=O)c4ccc5c(c4)OCCO5)CC3)cc(=O)oc2c1C | -11% | 0% | -2%
CSCCNC(=O)c1ccc2nc(C3CCCCC3)oc2c1 | -8% | 4% | -3%
Cn1ncc(Cl)c1C(=O)Nc1ccc(CN2CCCCC2)cc1 | -6% | 0% | -2%
Cc1ccc(S(=O)(=O)N2[C@@H](c3ccc(Cl)c(Cl)c3)C(C(=O)O)=C[C@H]2C(C)(C)C)cc1 | / | -9% | -20%
Cn1cc(Cl)c(C(=O)Nc2nc3ccc([N+](=O)[O-])cc3s2)n1 | 0% | -1% | -1%
Cc1cc(C)n2c(=O)c3ccc(Cl)cc3nc2c1C#N | -9% | -2% | 0%
COc1ccc(NC(=O)c2ccc3nc(-c4ccccc4)c(-c4ccccc4)nc3c2)c(OC)c1 | 0% | ? | 2%
O=C1CNC(=S)N1Cc1ccccc1Cl | -15% | ? | 3%
O=C(c1cccs1)N1CC=C(c2ccccc2)CC1 | / | 3% | 1%
CC(C)(C)C(=O)NC(=S)Nc1ccccc1N1CCCC1 | 6% | -3% | -25%
O=C(CCCc1ccccc1)NCc1cccnc1 | -15% | -3% | -12%
CCSc1nnc(NC(=O)CSc2nnc(CNC(=O)c3cc(OC)c(OC)c(OC)c3)o2)s1 | -4% | -1% | -5%
O=C1CSC(c2cccc([N+](=O)[O-])c2)N1c1ccccc1F (stereo not given) | 3% | 0% | 10%
CN(C)CCNc1nc(-c2ccccc2)nnc1C(F)(F)F | 1% | ? | -14%
Cc1cc(C(=O)Nc2sc3c(c2C#N)CCCC3)no1 | 4% | -11% | 4%
Clc1ccccc1-c1cc(NCc2ccccc2)ncn1 | ? | ? | /
Cc1cc(=O)oc(C)c1C(=O)Nc1ccc2nsnc2c1 | 25% | -6% | 31%
NC(=O)c1cc(S(=O)(=O)NCc2ccc(Br)cc2)cs1 | -6% | -4%&-2% | -1%&0%
O=[N+]([O-])c1cc(S(=O)(=O)N2CCCC2)ccc1N/N=C/c1cccs1 | -1% | -5% | 5%
COc1cc(OC)c(NC(=O)CSC2=Nc3ccccc3N=C(c3ccc(F)cc3)C2)cc1Cl | / | 1% | -8%
C=CCN1C=CC(=O)CC1 | 2% | -5% | 1%
CC(C)(C)NC(=O)C(c1ccco1)N(C(=O)Cn1nnc(-c2ccc(F)cc2)n1)c1cccc(F)c1 (stereo not given) | 8% | -5% | -19%

Source: PubChem BioAssay
